WT yeast gro inh: growth inhibition of WT yeast, mitochondrial fusion screen; mitochondrial fusion phenotypic screen, WT strain; inhibition, % at 10 µM; actives 2.1% (n = 190,000); in the data active = inhibition above about 58%; tested in S. cerevisiae
T cell modulator: modulates CD8 T cell binding to vesicles | calls only at 7 µM | actives 0.068% (n = 330,000) | 2C CD8+ T cell-vesicle binding, flow cytometry; hits give low values;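 active = response, share of CD8 T cells binding vesicles, and their 90th percentile fluorescence all below set limits, cut at about 80% in these data, passing the limit was not always enough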
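Assay system – 2C mouse CD8+ T cells · Also added – QL9-loaded Drosophila micro-vesicles · Timing – Cell–vesicle co-incubation 1.5 h at 37 °C, staining 20 min on ice · Signal – flow cytometry of vesicle-bound cells · Measure – percent CD8+ FL2 mean versus row control · Controls – Peptide-free naked vesicles (low) and QL9 vesicles with 0.7% DMSO vehicle (high)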
Large T inhibition: TAg ATPase/helicase activity blockers – biochemical (AID 1903); inhibition, % at 20 µM; hits with a dose series show IC50 in µM; actives 0.39% (n = 310,000); SV40 large T antigen ATPase/helicase inhibition assay; higher % means a stronger effect; in the data active = a potency from the dose series; inconclusive = inhibition mostly from about 32% at the one dose, without a potency; inactive = the rest, 99 in 100 with inhibition below about 32%; also: strong numbers were not always called active
West Nile antiviral: West Nile virus antiviral activity, cell-based, CPE readout (AID 1621) | one-dose CPE inhibition, % at 10 µM; IC50 in µM for titrated hits | West Nile virus-infected cells, CPE inhibition; higher % means a stronger effect | actives 0.02% (n = 290,000); in the data active = a potency from the dose series; inconclusive = CPE inhibition mostly from about 3.7% at the one dose, without a potency; inactive = the rest, 99 in 100 with CPE inhibition below about 2.2%; also: strong numbers were not always called active
Myeloid diff 2: myeloid differentiation induction; ER-HoxA9 myeloid progenitors, lysozyme-GFP differentiation, flow cytometry; calls only at 10 µM; actives 1% (n = 360,000);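 active = normalized GFP-positive differentiation at or above the plate's own cutoff, the solvent-only control mean plus 3 SD; inconclusive = no clear call, values can overlap the other calls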;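 also: cells exposed to compound for four days before flow analysis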
Rac1 GTP hydrolysis: MgcRacGAP GTPase-activating activity inhibitors, confirmation, biochemical, ADP Hunter fluorescence | AID 624330 | inhibition, % at 30 µM, or IC50 in µM where a hit was titrated | MgcRacGAP-stimulated Rac1 GTP hydrolysis, ADP Hunter fluorescence; higher % means a stronger effect; GST-tagged Rac1 F28L mutant substrate | actives 0.6% (n = 340,000);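 active = first-screen hits whose inhibition reached a set limit at any dose in the follow-up dose series; inconclusive = inhibition above the set first-screen limit but never retested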;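 also: fluorescence reports GDP produced by GAP-driven GTP hydrolysis; strong numbers were not always called active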
bCat nuc transl: modulators of beta-catenin nuclear translocation; nuclear translocation activity, % at 5 µM; HeLa beta-catenin nuclear translocation, immunofluorescence imaging; actives 0.3% (n = 190,000);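 active = nuclear translocation activity above 50% at 5 µM, with a well cell count of 50 or more; inconclusive = wells under 50 cells across six images, flagged as toxic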;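 also: per-cell ratio of nuclear to cytoplasmic median beta-catenin stain intensity; plate controls were DMSO negative control for no effect and GSK-3 inhibitor IX positive control for full effect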
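Read-out: Nuclear/cytoplasmic beta-catenin signal ratio, % activation | Assay system: Human HeLa cell line | Times: 24 h compound exposure at 37°C, 5% CO2 | Signal: Fluorescence imaging of beta-catenin antibody stain plus DAPI | Dosing: 5 µM primary, 0.02–20 µM confirmation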
PhoP inhibition: inhibitors of PhoP regulon expression, primary screen, Salmonella Typhimurium, GFP reporter (AID 1863) | actives 0.16% (n = 300,000) | S. Typhimurium PhoP-regulated promoter GFP reporter, 4 h; higher % means a stronger effect | inhibition, % at 50 µM; hits with a dose series show IC50 in µM;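 active = inhibition over 29.93%, a cutoff 3 SD above the screen mean, later confirmed by dose response; inconclusive = inhibition over 29.93% but no dose response follow-up; inactive = inhibition at most 29.93% or unconfirmed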;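 also: 0% = low Mg2+ inducing control and 100% = high Mg2+ repressing control; strong numbers were not always called active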
RSV CPE inhibition: RSV antiviral activity via CPE protection, HEp-2 cells, primary 10 µM value included (AID 2391); HEp-2 cells, RSV-induced CPE inhibition; higher % means a stronger effect; CPE inhibition, % at 10 µM, or IC50 in µM where a hit was titrated; actives 0.13% (n = 310,000); in the data active = a potency from the dose series; inconclusive = CPE inhibition mostly from about 23% at the one dose, without a potency; inactive = the rest, 99 in 100 with CPE inhibition below about 21%; also: strong numbers were not always called active
WT yeast gro inh mutant strain: recorded beside WT yeast gro inh, whose call it bears; inhibition, %; mitochondrial fusion phenotypic screen, mutant strain inhibition
bCat nuc transl cell count 5 µM: recorded beside bCat nuc transl, whose call it bears; cell count; measured here: cell count, cytotoxicity flag
T cell modulator vesicle-bound %: second read-out of T cell modulator, no call of its own (marks repeat the call); double positive events, %; measured here: CD8+ vesicle-bound cell fraction;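 binding gate set so that unloaded-vesicle control wells show 10% double positive cells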
Myeloid diff 2 GFP+ MAC1+ %: second read-out of Myeloid diff 2, no call of its own (marks repeat the call); GFP+ MAC1+ double positive, %; measured here: differentiation confirmed by MAC1 staining
Numbers without * were called inactive; i = inactive; ? = inconclusive; / = no result given; + = active, no number. Hits appear at their usual frequency, and some 3.6% of all compounds hit somewhere here.

SMILES	WT yeast gro inh	WT yeast gro inh mutant strain	T cell modulator	T cell modulator vesicle-bound %	Large T inhibition	West Nile antiviral	Myeloid diff 2	Myeloid diff 2 GFP+ MAC1+ %	Rac1 GTP hydrolysis	bCat nuc transl	bCat nuc transl cell count 5 µM	PhoP inhibition	RSV CPE inhibition
CCOc1ccc2[nH]c(=O)c(=O)[nH]c2c1	-3	-3	i	38	11%	1.0%	i	0.7	7%	1.1	815	-6%	42%
CC(C)(C)n1ncc2c(=O)n(Cc3ccccc3Br)cnc21	/	/	i	37	/	/	i	0.3	9%	/	/	/	-0.7%
Fc1cccc(NC(=S)N2CCn3cccc3C2c2cccnc2)c1 (centres undefined)	5	18	i	33	10%	-0.7%	i	0.7	-14%	0.4	1054	3%	0.8%
CCOc1ccccc1NC(=O)Nc1ccsc1C(=O)OC	/	/	i	70	6%	-0.2%	i	1.5	7%	/	/	-4%	1.9%
Cc1occc1-c1nnc(SCC(=O)N2CCCCC2)o1	-15	-15	i	7	2%	-0.1%	i	0.0	-1%	-4.3	1101	-9%	0.3%
CN1C(=O)c2ccc(NC(=O)c3c(C(=O)O)cccc3[N+](=O)[O-])cc2C1=O	/	/	i	63	19%	0.2%	i	0.3	5%	/	/	6%	2.5%
CC1CCCCC12NC(=O)N(CC(=O)NC1CCCc3ccccc31)C2=O (centres undefined)	-15	-4	i	32	3%	-0.5%	i	0.8	-2%	1.6	1126	3%	0.1%
CCC(C)NS(=O)(=O)c1ccc(NS(=O)(=O)c2ccc(F)cc2)cc1 (centres undefined)	8	3	i	45	0%	-0.4%	i	8.6	-3%	/	/	2%	1.4%
Nn1c(SCc2ccccc2F)nnc1-c1ccccn1	/	/	i	33	-1%	-0.2%	i	0.7	/	-0.8	1341	-9%	/
CCOC(=O)C(NC(C)=O)(OCc1ccccc1)C(F)(F)F (centres undefined)	-3	-10	i	49	5%	0.2%	i	1.0	10%	0.7	450	15%	1.8%
Cc1nn(C2CCS(=O)(=O)C2)c(C)c1CN(C)C(=O)c1ccc(Cl)cc1 (centres undefined)	/	/	i	3	/	/	i	1.4	1%	/	/	/	0.3%
O=[N+]([O-])c1nn(-c2ccc3c(c2)OCCO3)n(O)c1=NC1CCCC1	-13	-6	i	58	9%	1.5%	?	/	9%	/	/	-13%	0.4%
COc1ccc(-c2noc(CN(C(=O)c3cccs3)C(C)C)n2)cc1	10	10	i	54	-4%	-0.5%	i	9.4	-2%	/	/	4%	-0.1%
COc1ccc(N2CCN(C(=O)c3ccc4c(=O)n5c(nc4c3)CCCCC5)CC2)cc1	/	/	i	41	12%	-0.9%	i	2.6	15%	/	/	/	1.5%
NC[C@H](O)c1ccc(O)c(O)c1	/	/	i	37	20%	/	i	2.3	-5%	/	/	-6%	2.2%
COc1ccccc1NC(=O)CSc1nnc(C)n1CCc1ccccc1	-20	-13	i	20	12%	-0.8%	i	1.0	3%	-1.3	689	-5%	3.0%
CCN=C1SC(C(=O)Nc2ccccc2)CC(=O)N1CC (centres undefined)	-6	7	i	33	1%	-0.1%	i	1.9	4%	2.7	1010	-5%	1.0%
CCN1CCCC1Cn1cnc2c([nH]c3cccc(Cl)c32)c1=O (centres undefined)	-7	2	i	19	16%	1.2%	i	0.4	9%	1.3	704	2%	-0.7%
CC(=O)c1sc(NC(=O)COc2ccc(C(C)C)c(C)c2)nc1C	6	1	i	40	2%	0.2%	i	0.4	-5%	1.1	1053	8%	6.7%
COc1ccc(Cc2noc(CN3CCCN(C4Cc5ccccc5C4)CC3)n2)cc1OC	7	9	i	54	14%	-0.9%	i	0.4	4%	0.8	1118	-11%	-0.1%
COc1cccc(-c2nnc3n2N=C(c2cc(OC)ccc2OC)CS3)c1	16	16	i	32	11%	0.3%	+	3.3*	-1%	-1.7	1361	-14%	1.9%
CCOc1ccc(CCNC(=O)c2cccc(S(=O)(=O)N3CCCCC3)c2)cc1OCC	/	/	i	48	8%	/	i	0.8	2%	/	/	-11%	19%
Cc1cccc(CN2C(=O)c3ccccc3Sc3ccc(C(=O)NCCN4CCOCC4)cc32)c1	-13	-9	i	20	10%	-1.3%	i	0.4	6%	1.9	1040	4%	-2.1%
COc1ccccc1-c1nnc(SCC(=O)N2CCOCC2)n1-c1ccccc1	-10	-13	i	45	2%	-0.2%	i	1.0	-1%	0.8	1487	1%	1.6%
COc1cccc(-c2ccc(C#N)c(=O)[nH]2)c1	-7	-6	i	52	6%	0.8%	i	0.2	10%	0.3	1071	0%	4.6%

Next part, starting with the last 4 of the part before.
SMILES	WT yeast gro inh	WT yeast gro inh mutant strain	T cell modulator	T cell modulator vesicle-bound %	Large T inhibition	West Nile antiviral	Myeloid diff 2	Myeloid diff 2 GFP+ MAC1+ %	Rac1 GTP hydrolysis	bCat nuc transl	bCat nuc transl cell count 5 µM	PhoP inhibition	RSV CPE inhibition
CCOc1ccc(CCNC(=O)c2cccc(S(=O)(=O)N3CCCCC3)c2)cc1OCC	/	/	i	48	8%	/	i	0.8	2%	/	/	-11%	19%
Cc1cccc(CN2C(=O)c3ccccc3Sc3ccc(C(=O)NCCN4CCOCC4)cc32)c1	-13	-9	i	20	10%	-1.3%	i	0.4	6%	1.9	1040	4%	-2.1%
COc1ccccc1-c1nnc(SCC(=O)N2CCOCC2)n1-c1ccccc1	-10	-13	i	45	2%	-0.2%	i	1.0	-1%	0.8	1487	1%	1.6%
COc1cccc(-c2ccc(C#N)c(=O)[nH]2)c1	-7	-6	i	52	6%	0.8%	i	0.2	10%	0.3	1071	0%	4.6%
CN1CCN(Cc2nc(N)nc(Nc3ccc4c(c3)OCCO4)n2)CC1	20	-54	i	45	18%	-0.2%	i	0.4	1%	-3.4	680	-1%	2.1%
CC(C(=O)N1CCc2ccccc21)N1CCN(c2ccccn2)CC1 (centres undefined)	3	-15	i	4	-3%	0.1%	i	0.8	6%	-0.6	972	1%	0.9%
CC(C)c1ccc(CN2C(=O)c3ccccc3S2(=O)=O)cc1	/	/	i	34	8%	0.1%	i	0.5	2%	/	/	1%	6.3%
Cc1ccc(OCC(=O)N/N=C/c2ccc([N+](=O)[O-])o2)cc1	20	28	/	/	11%	-1.2%	i	1.1	9%	0.4	1067	-41%	0.8%
Cc1ccc(C(=O)C2CCN(C(=O)c3ccc(C)cc3)CC2)cc1	/	/	i	16	6%	-2.2%	i	0.3	1%	/	/	-4%	11%
Clc1nc(Nc2ccc(N3CCOCC3)cc2)c2ccccc2n1	-5	13	i	29	?	0.3%	i	0.1	?	0.1	1537	4%	4.9%
CCOC(=O)N/N=C/c1cc(C)n(-c2ccccc2)c1C	-3	-8	i	50	10%	0.5%	i	0.3	7%	1.4	1021	0%	0.4%
Cc1noc(C)c1CSCC(=O)N(C)CC(=O)Nc1ccc(Cl)cc1	/	/	i	17	9%	-1.1%	i	1.0	8%	/	/	3%	2.4%
COc1ccc(CN2CCN(CC3CC3)CC2CCO)cc1C (centres undefined)	/	/	i	60	27%	-0.6%	i	0.3	-6%	/	/	-5%	-0.4%
Cc1nc(Nc2ccc(Cl)cc2)c2oc3ccccc3c2n1	/	/	i	29	19%	/	i	0.3	5%	/	/	/	-0.5%
COc1ccccc1CCC(=O)OCC(=O)c1c(N)n(CC(C)C)c(=O)n(C)c1=O	/	/	i	48	5%	/	i	0.2	4%	/	/	3%	1.1%
Cc1ccc(NC(=O)COc2ncnc3c(Cl)cc(Cl)cc23)cc1[N+](=O)[O-]	10	-14	i	39	2%	-0.5%	i	0.4	-4%	/	/	31%	0.7%
CCOC(=O)Cc1csc(NC(=O)C2CCCCC2C(=O)O)n1 (centres undefined)	0	13	i	56	-2%	0.2%	i	0.7	10%	/	/	-2%	4.7%
Cc1cc(Br)ccc1NC(=O)CNC(=O)CN(C)Cc1nc2ccccc2c(=O)[nH]1	-1	-2	i	10	12%	-0.7%	i	3.0	0%	4.0	1095	-8%	-0.7%
COc1ccccc1NC(=O)C1CCCN(C(=O)Nc2ccc(F)cc2)C1 (centres undefined)	/	/	i	38	8%	-0.2%	i	1.2	6%	/	/	4%	2.9%
C=CCNC(=S)NNC(=O)c1ccc(OCCCC)cc1	2	8	i	30	12%	-0.1%	i	1.2	-1%	2.2	923	-3%	1.3%
COc1cc(/C=C2\NC(=S)N(C)C2=O)ccc1OCc1ccccc1F	/	/	i	46	16%	-1.0%	i	0.7	-3%	/	/	/	-0.7%
O=CN1CCC(=O)N(Cc2ccccc2)c2ccccc21	15	21	i	31	9%	-0.1%	i	0.9	6%	/	/	-15%	-1.1%
O=C(CSc1n[nH]c(-c2ccccc2)n1)Nc1ccc(F)cc1F	/	/	i	58	1%	-0.4%	i	2.4	0%	/	/	6%	1.9%
Nc1c(N(CCC2=CCCCC2)C(=O)COc2ccc(F)cc2)c(=O)[nH]c(=O)n1Cc1ccccc1	/	/	i	18	/	/	i	0.6	0%	/	/	/	18%
COC(=O)c1ccccc1NC(=O)c1cc[n+](C)cc1	/	/	i	36	6%	/	i	1.1	6%	/	/	/	3.1%
C[C@H](NC(=O)C(c1ccccc1)c1ccccc1)c1ccccc1	/	/	i	29	-2%	-0.6%	i	0.2	3%	/	/	1%	0.4%
COc1cc(C(=O)Nc2ccc(C#N)cc2)c([N+](=O)[O-])cc1OC	-1	0	i	52	-16%	0.7%	i	0.1	10%	-0.3	1057	12%	4.4%
O=C(Nc1ccc(N2CCOCC2)cc1N1CCOCC1)c1ccc([N+](=O)[O-])cc1	6	12	i	20	6%	/	i	1.1	8%	-1.7	980	5%	-1.1%

Source: PubChem (several laboratories)
